TRPV1 ag = HTS Assay for Compounds that Act as Agonists of the Vanilloid Receptor 1; Transient receptor potential cation channel subfamily V member 1 (Homo sapiens), Q8NER1; TRPV1-expressing cells, Fluo-8 calcium influx, agonist mode; activation, % at 8.33 µM; 320,000 compounds, 0.19% hits; in the data active = activation above about 80%; inconclusive = between about 30% and that limit; note: 0% is about no effect
Target sequence (Q8NER1 whole entry, looked up): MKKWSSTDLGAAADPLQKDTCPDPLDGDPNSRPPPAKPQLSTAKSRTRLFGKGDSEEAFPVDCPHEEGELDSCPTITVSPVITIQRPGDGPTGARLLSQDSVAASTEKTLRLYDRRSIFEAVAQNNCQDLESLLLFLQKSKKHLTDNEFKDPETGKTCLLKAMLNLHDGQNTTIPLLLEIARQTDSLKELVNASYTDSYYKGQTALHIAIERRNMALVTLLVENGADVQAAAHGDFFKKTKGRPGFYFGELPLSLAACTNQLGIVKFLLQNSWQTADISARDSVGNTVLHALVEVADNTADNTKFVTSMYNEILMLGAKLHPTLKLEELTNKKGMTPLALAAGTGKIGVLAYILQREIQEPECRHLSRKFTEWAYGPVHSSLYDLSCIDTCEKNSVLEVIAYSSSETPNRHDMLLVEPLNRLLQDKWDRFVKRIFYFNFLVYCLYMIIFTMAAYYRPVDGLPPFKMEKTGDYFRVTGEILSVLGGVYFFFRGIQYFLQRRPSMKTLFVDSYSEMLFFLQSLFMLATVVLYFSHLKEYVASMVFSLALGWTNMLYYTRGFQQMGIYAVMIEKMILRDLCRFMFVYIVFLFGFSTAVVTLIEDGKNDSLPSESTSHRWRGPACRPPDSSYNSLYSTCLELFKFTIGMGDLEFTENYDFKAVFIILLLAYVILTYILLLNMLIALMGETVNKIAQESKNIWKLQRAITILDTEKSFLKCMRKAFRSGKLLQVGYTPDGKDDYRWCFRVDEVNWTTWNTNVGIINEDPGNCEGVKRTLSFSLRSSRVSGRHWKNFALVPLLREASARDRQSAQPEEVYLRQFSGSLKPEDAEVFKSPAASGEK
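Fluo-8 calcium influx in TRPV1-expressing cells, kinetic read (ex 480/em 520 nm). Compound added and read 3 min for agonist activity, followed by capsaicin at EC20 final and 2 min further read for enhancement.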
USP2a block = qHTS Assay for Inhibitors of Ubiquitin-specific Protease USP2a Using CHOP2 as the Reporter. Ubiquitin carboxyl-terminal hydrolase 2 (Homo sapiens), O75604. USP2 core, Ub-CHOP2 coupled fluorogenic reporter, 485/531. Potency, µM (series often up to 38.3 µM), inactives show top-dose activity change, negative = inhibition, usual class: inhibitors. 330,000 compounds, 0.01% hits. AID 463254, 2010;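 note: potency is the fitted concentration of half-maximal effect; plate controls were DMSO wells for no effect and full inhibition by NEM control for full effect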
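Cell-free coupled assay: 10nM USP2 core preincubated 30min RT with compound in Tris-HCl pH 8.0/CaCl2/CHAPS buffer, then 25nM Ub-CHOP2 and 25nM reporter substrate; fluorescence (Ex 485/Em 531) read after 60min RT, normalized to NEM inhibition, concentration-response curves fitted.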
Eya2 phos inh = qHTS Assay for Inhibitors of the Phosphatase Activity of Eya2 | Potency, µM (titrated, usually from 76.9 µM), without a hit: top-dose activity, negative = inhibition, usual class: inhibitors | AID 488837, 2010 | recombinant Eya2, OMFP fluorescence dephosphorylation (OMFP is methylfluorescein phosphate) | 330,000 compounds, 0.006% hits | Protein phosphatase EYA2 (Homo sapiens), O00167; note: potency is the fitted concentration of half-maximal effect; % is set by controls: 0 for no effect and ±100 for the full control effect
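Eya2 (0.2 uM) preincubated 10 min at ambient with compound, then OMFP substrate added at 50 uM; 10 min reaction in 50 mM HEPES pH 7.5, 50 mM NaCl, 5 uM MgCl2, 0.05% BSA, 1 mM DTT. Fluorescence read at Ex 485/Em 525 nm.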
B2AR arrestin = qHTS assay of beta-arrestin-biased ligands of beta2-adrenergic receptor. 330,000 compounds, 0.02% hits. Beta-2 adrenergic receptor (Homo sapiens), P07550. beta-arrestin recruitment to beta2AR, cell-based reporter. Potency, µM (top dose mostly 46.1 µM), inactives show at the highest dose activation, actives largely listed as activators;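 note: potency is the fitted concentration of half-maximal effect; 0% = DMSO controls and full agonism = EC100 isoproterenol or metaproterenol; nearly all actives have a fitted effect of over 65% in size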
p53 reactivation = qHTS assay for re-activators of p53 using a Luc reporter; Potency, µM (top dose mostly 92.2 µM), for the others: at the top dose activity change, positive = activation, usual class: activators; 320,000 compounds, 0.063% hits; H1299 p53-A138V BP100-luciferase reporter, luminescence, 24 h; note: potency is the fitted concentration of half-maximal effect; % of control where 0% means no effect; nearly all actives have a fitted effect of over 45% in size
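H1299 (p53-null), stable ts p53-A138V + BP100-Luc; 1000 cells/well, Opti-MEM/10% FBS; cpd 4 pt, 1:5; 24 h, 37 deg C, 5% CO2; detection reagent 10 min RT; luminescence.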
S-ASM inh = Inhibitors of Secretory Acid Sphingomyelinase (S-ASM): qHTS | placental ASM, HMU-PC fluorogenic substrate, 60 min | Potency, µM (top dose mostly 57.5 µM), for inactives: top-dose activity change, negative = inhibition, most hits filed as inhibitors | 340,000 compounds, 0.006% hits | AID 504937, 2011; note: potency is the fitted concentration of half-maximal effect
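Steps: dispense placental human ASM, pin compound, wait 10 min at room temperature, add HMU-PC0 substrate at 9 uM final, incubate 60 min at 37 °C, add stop solution raising pH to 10, read fluorescence.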
PTAP TSG101 blk = qHTS Assay for Iinhibitors of HIV-1 Budding by Blocking the Interaction of PTAP/TSG101. 340,000 tested, under 10 active. Tumor susceptibility gene 101 protein (Homo sapiens), Q99816. Fluorescence polarization, FITC-PTAP peptide / Tsg101 binding. AID 493005, 2010. Potency, µM (doses to about 115 µM), inactives show at the highest dose activity change, negative = inhibition, actives largely listed as inhibitors; active = well fitted inhibition curve with a large enough effect in the main read-out, with a control signal flat, not every such curve was filed as active; inconclusive = small, poorly fitted or top-dose-only effect, or effect the other way, or a change in a side signal; inactive = no such curve, though single readings can be large or run the other way; note: potency is the fitted concentration of half-maximal effect; % of control where 0% means no effect
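Fluorescence anisotropy tracks displacement of a FITC-tagged PTAP peptide (50 nM) from the Tsg101 binding domain (10 uM), following a 20 min room-temperature incubation at pH 7.5.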
BRCA1 expr act = qHTS Assay to Identify Small Molecule Activators of BRCA1 Expression | 380,000 compounds, 1.1% hits | AID 624202, 2012 | Potency, µM (series often up to 46.1 µM), for inactives: at the top dose activation, usual class: activators | MCF7-BRCA1-FFLuc reporter, luminescence, 48 h; response scale: scaled: vehicle 0%, 10 µM genistein 100%; note: potency is the fitted concentration of half-maximal effect; nearly all actives have a fitted effect of over 80% in size; some results filed as inactive show a strong effect at the top dose
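First, MCF7-BRCA1-FFLuc cells (2000/well) attach for 2 h; next, compounds are pin-added and incubated 48 h at 37 °C; finally, luciferase reagent is added and luminescence read after 15 min.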
ELG1 genotox = qHTS screen for small molecules that induce genotoxicity in human embryonic kidney (HEK293T) cells expressing luciferase-tagged ELG1; HEK293T ELG1-luciferase reporter, luminescence, 16 h; 330,000 compounds, 1.3% hits; AID 504466, 2011; Potency, µM (highest dose often 46 µM), for the others: top-dose activity change, positive = activation, most hits filed as activators; note: potency is the fitted concentration of half-maximal effect; % of control where 0% means no effect; nearly all actives have a fitted effect of over 60% in size
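HEK293T cells expressing luciferase-tagged ELG1 were exposed to compound or DMSO vehicle for 16 hr at 37 °C and 5% CO2. Luciferase activity was then measured with ONE-Glo after 30 min at room temperature.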
uPA surface inh = qHTS for Inhibitors of Cell Surface uPA Generation | 330,000 compounds, 0.31% hits | cell surface uPA generation assay, qHTS | Potency, µM (top dose mostly 38.3 µM), for inactives: at the top dose activity change, negative = inhibition, hits mostly inhibitors; active = well fitted inhibition curve with a large enough effect; inconclusive = small, poorly fitted or top-dose-only effect; inactive = no such curve, though single readings can be large or run the other way; tested in mouse RAW 264.7 cells; note: potency is the fitted concentration of half-maximal effect; % is set by controls: 0 for no effect and ±100 for the full control effect; nearly all actives have a fitted effect of over 55% in size
Integrin act MD = qHTS for Activators of Integrin-Mediated Alleviation for Muscular Dystrophy. alpha7betagal myoblasts, beta-gal FDG fluorescence, 48 h. Potency, µM (series often up to 38.3 µM), without a hit: at the top dose activation, most hits filed as activators. 350,000 compounds, 0.064% hits. AID 624291, 2012;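 note: potency is the fitted concentration of half-maximal effect; 100% = response of the positive control SU9516; nearly all actives have a fitted effect of over 60% in size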
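Alpha7betagal+/- myoblasts (passage 13) were plated 16-24 hr, then exposed to compounds (1:260 dilution of DMSO stock) for 48 hours at 37C. After MPER lysis, β-galactosidase reporter activity was read as FDG fluorescence (ex 480/em 540) after 30 minutes.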
Numbers without * were called inactive; ? = inconclusive; nt = not tested or not shown; & = joins results of further samples; [ ] = dose if it differs, or a comment. Unless noted, calls come from the whole dose curve; as a rule, active = well fitted curve in the direction sought with a large enough effect; inconclusive = small, poorly fitted or top-dose-only effect, or another doubt; inactive = no such curve, though single readings can be large; an effect the other way counts as inactive or inconclusive.

SMILES	TRPV1 ag	USP2a block	Eya2 phos inh	B2AR arrestin	p53 reactivation	S-ASM inh	PTAP TSG101 blk	BRCA1 expr act	ELG1 genotox	uPA surface inh	Integrin act MD
COc1ccc(CC(=O)N2CCCC(CNC(=O)c3ccccc3Cl)C2)cc1 (centres undefined)	-3	0%	-2%	-0.7%	6%	3%	0%	26%	4%	4%	-4%
CC(=O)[C@H]1[C@H](c2cccc(Cl)c2)C(C#N)(C#N)[C@@H]2c3ccccc3C=CN21	3	?	-7%	0.1%	-3%	nt	nt	nt	1%	nt	nt
CC(C)(C)c1ccc(C(=O)CCCSC2=C(C#N)C(c3ccco3)C3=C(CCCC3=O)N2)cc1 (centres undefined)	-2	-11%	24%	-0.1%	10%	13%	-1%	-66%	4%	nt	-61%[inhibitor]
CC1CCN(C(=O)COC(=O)c2cc3ccccc3cc2O)CC1	1	-4%	0%	0.2%	16%	9%	-5%	36%	7%	5%	2%
N#CC(=C1CCCC1)c1nc(-c2ccc(Cl)cc2)cs1	0	6%	-7%	-0.2%	17%	-6%	1%	6.3µM*	?	4%	-1%
CCc1ccc(C(=O)COC(=O)C2=NN(c3ccccc3)C(=O)CC2)cc1	nt	0%	-27%	-0.1%	4%	-1%	0%	14%	4%	4%	-18%
C=C1CC(COc2ccc3c(C)c(Cl)c(=O)oc3c2)(c2ccccc2)OC1=O (centres undefined)	nt	nt	nt	nt	nt	-2%	-4%	-91%	nt	25%	-54%[inhibitor]
Cn1c(O)c(C(C#N)=C2N=c3ccccc3=N2)c2ccccc21	1	1%	-9%	-0.5%	7%	-15%	-9%	-41%	1%	-4%	-24%
CNS(=O)(=O)c1cccc(C(=O)OCC(=O)Nc2ccc(OC)cc2[N+](=O)[O-])c1	6	1%	-5%	0.1%	4%	-8%	-5%	-13%	3%	4%	18%
Cc1ccc(S(=O)(=O)N2CCC(C(=O)NCCc3ccccc3)CC2)cc1	2	2%	-10%	-0.2%	5%	3%	0%	1%	3%	nt	-4%
O=[N+]([O-])c1cc(Cl)c2cccnc2c1O	1	2%	-15%	0.0%	18%	-3%	?	-89%	1%	-9%	-52%[inhibitor]
CN1C(=O)Cn2c1nc1ccccc12	-1	-1%	-11%	-1.0%	-2%	5%	-5%	-27%	0%	2%	14%
COc1ccc(C(=O)c2ccc([N+](=O)[O-])cc2)cc1S(=O)(=O)N1CCC(C(=O)O)CC1	0	1%	4%	0.4%	nt	6%	-2%	20%	-5%	6%	-2%
CN(C)c1cc(N/N=C/c2ccccc2C(F)(F)F)nc(N(C)C)n1	6	0%	-10%	0.0%	-48%[inhibitor]	-6%	1%	-13%	1%	-1%	8%
NC(=O)CN1CCN(S(=O)(=O)c2ccc(Br)cc2)CC1	2	-1%	-13%	-0.4%	1%	-2%	0%	-17%	1%	-5%	0%
CCN1CCN(Cc2ccc(C(=O)Nc3ccc(C)c(NCc4cnc(NC(=O)OC)cn4)c3)cc2C(F)(F)F)CC1	0	2%	-2%	-1.4%	nt	-3%	-1%	-2%&9%	4%	4%	16%&24%
O=C1C(c2ccncc2)=C(O)c2ccccc21	-2	-4%	-8%	0.2%	10%	-2%	-3%	19%	?	-12%	8%
O=C(Nc1cccc(S(=O)(=O)NC2=NCCC2)c1)c1ccccc1OC(F)F	-9	-4%	-13%	0.3%	0%	-3%	0%	4%	5%	-3%	28%
Cc1ncc(CSc2nnnn2-c2ccccc2)c(N)n1	0	2%	19%	0.0%	3%	1%	-4%	-4%	-8%	1%	9%
Cc1ccc(S(=O)(=O)NC(=O)NCc2ccco2)cc1	nt	nt	nt	nt	nt	3%	-9%	-1%	nt	1%	42%
O=C(NCCS(=O)(=O)NCCc1ccccc1)c1ccccc1	-8	1%	-6%	-0.3%	12%	4%	-1%	27%	?	2%	-8%
O=C(O)c1cc(S(=O)(=O)N2CCCCC2)ccc1N1CCOCC1	nt	5%	-8%	-0.8%	4%	5%	-4%	-2%	1%	-1%	9%
O=C(Cc1ccccc1)NCCS(=O)(=O)N1CCN(c2cccc(Cl)c2)CC1	21	0%	-20%	0.4%	-4%	-4%	-1%	-26%	0%	3%	17%
Cc1nn(C)cc1CN(C)C(=O)c1nn2c(c1Br)NC(c1cccs1)CC2C(F)(F)F (centres undefined)	-2	1%	-6%	-0.1%	-3%	3%	1%	-21%	-12%	6%	-25%
COc1cc(C(=O)Nc2ccc(-c3nnc(-c4ccco4)o3)cc2)cc(OC)c1OC	0	-2%	7%	-0.6%	10%	-2%	-3%	-1%	-2%	-3%	0%
SMILES	TRPV1 ag	USP2a block	Eya2 phos inh	B2AR arrestin	p53 reactivation	S-ASM inh	PTAP TSG101 blk	BRCA1 expr act	ELG1 genotox	uPA surface inh	Integrin act MD
Cc1c(NC(=O)c2cc(-n3cnnc3)ccc2Cl)cccc1-c1nc2ccccc2o1	0	2%	3%	-0.6%	-3%	-7%	1%	85%	-1%	0%	2%
COC(=O)CNC(c1ccccc1)c1cc(Br)ccc1NC(C)=O (centres undefined)	8	-1%	5%	3.2%	1%	1%	-2%	34%	-5%	-5%	13%
O=C(CSc1nnnn1C1CC2C=CC1C2)Nc1ccc(C(=O)O)cc1 (centres undefined)	0	2%	11%	0.1%	-3%	9%	-3%	-25%	2%	-8%	3%
CCC(NC(=O)c1ccccc1NC(=O)c1ccccc1)C(=O)OC (centres undefined)	?	4%	2%	0.3%	-3%	2%	2%	10%	0%	-7%	0%
COCCCNC(=O)CCc1nc(-c2ccccc2)no1	-2	0%	-3%	-0.1%	6%	-2%	-1%	1%	-1%	3%	13%
O=C(N/N=C/c1cccc([N+](=O)[O-])c1)c1ccccc1-n1cccc1	25	1%	-6%	-0.1%	0%	-2%	0%	-15%	-4%	-2%	-1%
COC(=O)C1=NN(C(=O)c2cccc(Br)c2)C(O)(c2ccc(Cl)cc2)C1 (centres undefined)	8	0%	10%	0.0%	2%	-18%	-1%	2%	4%	-9%	0%
O=C(/C=C/c1ccc([N+](=O)[O-])cc1)c1cccs1	0	-1%	-2%	-0.1%	1%	0%	-8%	36%	5%	3%	-38%[inhibitor]
COc1ccc(C)cc1NC(=O)CN1C(=O)COc2ccc(S(=O)(=O)N3CCCCCC3)cc21	15	-8%	0%	-0.2%	-4%	-2%	-6%	-9%	-5%	0%	?
C#CCOCCOCCOCCNc1nc(N2CCN(C(=O)[C@H]([C@@H](C)CC)n3cc([C@@H](N)CO)nn3)CC2)nc(N2CCN(C(=O)[C@H](CCCCN)n3cc([C@@H](N)C(C)CC)nn3)CC2)n1 (some centres undefined)	0	1%	5%	-0.3%	4%	3%	-2%	14%	-3%	-9%	28%
Cc1cc(NC(=O)CCC(=O)N(CC(=O)NC2CCCC2)Cc2ccccc2Cl)no1	4	-1%	21%	0.3%	6%	4%	-4%	-7%	-1%	2%	-26%
CS(=O)(=O)c1ccc(C(=O)OC2CCOC2=O)cc1[N+](=O)[O-] (centres undefined)	-2	2%	?	-0.4%	18%	7%	-1%	-2%	20%	-12%	-40%
Cn1c(=O)[nH]c(=O)c2c1nc(Br)n2CC(O)COc1ccccc1 (centres undefined)	-1	-4%	-3%	0.2%	0%	3%	0%	-9%	3%	-5%	-8%
C/C(=C\c1ccccc1)C(=O)c1c(C)cc(C)[nH]c1=O	4	4%	-16%	0.1%	1%	1%	1%	-2%	-7%	-15%	11%
Cc1ccc(NC(=O)CN2C(=O)NC(C)(c3ccccc3)C2=O)c(C)c1 (centres undefined)	1	-3%	0%	-0.1%	-4%	3%	0%	-12%	-2%	0%	-8%
COc1cccc(N2CCN(C(=O)c3ccc4ccccc4c3)CC2)c1	?	-4%	4%	0.4%	-6%	-1%	-1%	-68%	-6%	-5%	15%
